# From PubChem
# mHTT CaM bind: inhibitors of human mutant huntingtin-calmodulin interaction. AlphaScreen His-mHTT/GST-CaM binding, luminescence. inhibition, % at 15 µM. hit rate 3.6% among 190,000. AID 1671202;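 also: 0% = both proteins with DMSO and 100% = one protein alone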
# Pf apPOL block: Pf-apPOL DNA polymerase inhibition; inhibition, % at 10 µM; Recombinant Pf-apPOL, molecular beacon fluorescence, 1.5 h; hit rate 0.25% among 210,000; AID 1794808
# An asterisk follows results filed as active; . = no result given; & = joins results of further samples. Rule as the data show it: active = inhibition above about 50%; inactive = the rest. Only part of the results is shown; the hit share may differ from the screen's.
SMILES,mHTT CaM bind,Pf apPOL block
CCCCN(C)CCNC(=O)C1CCCN(c2ncnc3c2nc2n3CCCCC2)C1 (stereo unspecified),-4.2,1.0
CCNC(=O)N1CCCC(c2cccc(C(=O)NCc3ccccc3C)c2)C1 (stereo unspecified),1.9,-1.6
CC1(C)CC(=O)C2=C(C1)c1c(ccc3ncccc13)NC2c1cccc([N+](=O)[O-])c1 (stereo unspecified),36.0,-3.1
O=C(Cn1cnc2ccccc21)N1CCN(C(=O)C2CC2c2cccs2)CC1 (stereo unspecified),-5.6,-4.4
Cn1cnnc1-c1cccc(NS(=O)(=O)c2ccc(Cl)cc2)c1,3.1,-14.8
N#CC(=Cc1cccs1)C(=O)N1CCOCC1,.,4.4
Cc1nc(-c2cccnc2)nc2c1CCC(=O)N2CCN1CCCC1,22.7,57.9*
Nc1nn2c(=O)c3[nH]c4ccc(F)cc4c3nc2s1,48.4,.
CC(C)C[C@H]1COc2cc(Br)ccc2S(=O)(=O)N1Cc1cn(Cc2ccc(Cl)cc2)nn1,-5.3,-0.7
Cc1ccc(-c2nc(N)sc2C)cc1C,12.6,-14.6
C=CCn1c(COc2ccccc2OC)nc2ccccc21,-7.0&-6.3,6.7&-5.2
O=C(c1ccc(OCC2CCN(C(=O)c3ccccc3F)CC2)cc1)N1CCOCC1,-2.9,-1.0
COc1ccc(CCS(=O)(=O)NCC2CCN(C(=O)c3cccn(C)c3=O)CC2)cc1,-10.4,-8.2
Cc1ccccc1C(=O)N1CCC(c2ccn3ncc(C(=O)N4CCCCC4)c3c2)CC1,9.1,-2.0
O=S(=O)(c1ccc(Cl)cc1)N1CCCC1,-6.6,-0.5
O=S(=O)(NCC(c1ccc2c(c1)OCO2)N1CCOCC1)c1ccc2c(c1)OCCO2 (stereo unspecified),3.2,2.9
COc1cccc(CNC(=O)C2(C)CCCN(C(=O)Nc3cc(Cl)ccc3C)C2)c1 (stereo unspecified),-0.9,-3.4
CC(C)CNC(=O)Nc1nnc2ccccn12,-0.1,-4.6
Cc1c(NC(=O)Cn2nc(C(F)(F)F)cc2C2CC2)c(=O)n(-c2ccccc2)n1C,0.0,-11.7
Cc1c(OCC(F)(F)F)ccnc1CS(=O)c1nc2ccccc2[nH]1 (stereo unspecified),.,-11.5
Cc1ccc(-c2nnn(CC(=O)NC(C)(C)C)n2)cc1,-1.0&-3.1,-4.4&-4.3
COc1ccc(C2NC(=O)C(=O)C2=C(O)c2ccccc2)cc1 (stereo unspecified),10.6,-0.9
Cc1oc(-c2nc3ccccc3n2C)cc1S(=O)(=O)O,3.0&2.6,9.6&5.6
COc1ccc(C=C2Oc3c(ccc(OCC(C)=O)c3C)C2=O)cc1OC,24.5,-3.9
Cn1cccc1CN(Cc1cccs1)C(=O)c1cc(-c2ccccc2)on1,7.9,-5.9
COc1ccc(/C=C2\N=C(c3cccc(Br)c3)OC2=O)cc1,-5.0,-7.0
O=C(COC(=O)c1ccc(O)cc1O)c1ccccc1,-9.3,-5.1
Fc1ccc(C2CC(c3cccs3)n3ncnc3N2)cc1 (stereo unspecified),4.0,-3.0
CC(C)(C)c1ccc(-c2noc(CSc3ccccn3)n2)cc1,.,9.0
Cc1nc2nc(SCC(=O)NCCN3CCCCCC3)nn2c(C)c1Cc1ccccc1,21.0,-10.8
Fc1cccc(Cl)c1C=Nc1ccc2c(c1)OCCOCCOCCOCCO2,1.0,-3.1
O=C(c1ccc(Cl)cc1)N(Cc1cc(-c2ccc(F)cc2)on1)C1CC1,13.0,1.9
COc1cc2c(cc1OC)C(C(=O)NCC1CCCO1)C(c1ccccc1F)N(C)C2=O (stereo unspecified),-1.0,-2.2
CC1(C)CC(=O)c2c(nn(-c3ccccc3)c2-c2ccncc2)C1,0.0,0.9
CCCOc1ccc(-c2nc3s/c(=C\c4cccc(OC)c4)c(=O)n3n2)cc1,1.0,-1.0
CCn1cc(CN2CCC(C(=O)NCc3ccco3)CC2)c2cc(Cl)ccc21,4.4,-2.3
O=C(N1CCN(c2ccc([N+](=O)[O-])cc2)CC1)C12CC3CC(CC(C3)C1)C2,2.7,-5.1
N#CSc1ccc(NC(=O)C2COc3ccccc3C2)cc1 (stereo unspecified),-14.1,-9.7
O=C(NCCN1CCN(c2ccc(F)cc2)CC1)C(=O)NCc1ccc(F)cc1,-16.0,-6.4
c1ccc(CSCCSc2ncn[nH]2)cc1,0.0,2.8
COc1cc(C2NC(=O)c3c(sc4c3CCN(C)C4)N2)ccc1O (stereo unspecified),13.0,0.0
COc1ccc(NC(=O)C(CCSC)N2C(=O)c3ccccc3C2=O)cc1 (stereo unspecified),5.7,-2.6
COc1ccc(-c2nccn3cc(C(=O)NC(C)C)nc23)cc1,6.0,4.2
CCOc1ccccc1NC(=O)c1cn(C)c(=O)c2c1c1ccccc1n2C,2.0,1.0
O=c1cc(-c2ccc(F)cc2F)[nH]c2ccccc12,1.0,4.6
COCCn1c(/C=C/c2ccccc2)nc2ccccc21,-8.0,-1.1
CC(C)N(Cc1ccc(C(=O)O)o1)C(C)C,-0.5,-11.2
Cc1cccc(C(=O)N2CCC(c3nc4cccnc4n3C)C2)c1 (stereo unspecified),3.8,2.1
CCOc1ccc(C(=O)N2CCN(Cc3ccccc3)CC2)cc1,-3.5,-9.3
Cc1nc(-c2ccc(S(=O)(=O)N3CCN(C4c5ccccc5-c5ccccc54)CC3)s2)cs1,.,2.8&5.4
# New compounds follow.
SMILES,mHTT CaM bind,Pf apPOL block
Cc1cc(C(F)(F)F)nn1CC(=O)Nc1ccc(Cl)cc1Cl,-5.0,3.7
CC1=NN(C(=O)c2cccc([N+](=O)[O-])c2)C(O)(c2ccc(Br)cc2)C1 (stereo unspecified),66.0*,-4.2
COc1cccc2cc(C(=O)Nc3nccs3)c(=Nc3ccc(Cl)cc3)oc12,-2.0,-1.5
COc1ccc(NC(=O)NCC(C)CSc2ccc(C)cc2)c(OC)c1 (stereo unspecified),10.0,-10.7
O=C(C1c2ccccc2CC(=O)N1Cc1ccccc1)N1CCCCC1 (stereo unspecified),-1.2,-1.0
COc1ccc(NC(=Nc2nc(C)cc(C)n2)NC(=O)Cc2ccc(OC)c(OC)c2)cc1,2.0,-1.3
COCCNC(=O)c1cc2c(=O)n(C)ccc2n1C,-4.9,-2.5
Clc1ccc2nc(CSc3nnnn3-c3ccccc3)c(Cl)n2c1,1.0,0.8
Cc1ccc(CC(=O)N2CCCC2c2nc(-c3ccccc3)n[nH]2)cc1 (stereo unspecified),-8.3,3.4
CCOc1ccc(CC(=O)Nc2cccc(-c3ccc(N4CCN(C)CC4)nn3)c2)cc1,11.9,-0.7
CN1C(=O)CCC2(CNC(=O)C3(c4ccccc4)CC3)CCCC12 (stereo unspecified),-2.9,-4.3
Fc1ccc(Nc2nnc(-c3ccccc3Cl)s2)cc1,.,-3.1
NC(=O)c1cc2ccc(O)cc2oc1=Nc1ccc(F)cc1,31.0,-1.1
O=C(Nc1ccccc1C(=O)Nc1ccccn1)c1cccs1,-3.2,-7.0
O=C(Nc1cccc(OC(=O)N2CCOCC2)c1)N1CCCCC1,1.1,-12.7
CN1CCN(CCCCOc2cccc(Br)c2)CC1,2.5,-3.7
Cc1ccnc(NC(=O)Cn2nc([N+](=O)[O-])c(Br)c2C)c1,-1.0,16.0
COc1cccc(C2SCC(=O)N2c2ccc(Br)cc2)c1OC (stereo unspecified),0.0,-4.5
COc1cccc(C=Nc2c(C)n(C)n(-c3ccccc3)c2=O)c1OCC#N,2.0,-4.2
Cc1ccccc1CC(=O)Nc1cc(-c2cccnc2)no1,-8.2,-0.7
COc1ccc(C(=O)N2CCCCC2CCN2CCCCC2)cc1Cl (stereo unspecified),4.8,-6.8
COCCN1C(=O)C(=O)C(=C(O)c2ccccc2)C1c1ccc([N+](=O)[O-])cc1 (stereo unspecified),10.7,-5.0
N#Cc1ccc(-c2ccc(Cl)cc2[N+](=O)[O-])o1,.,-9.8
COCCCNC(=O)c1oc2ccccc2c1C,-4.1,-3.9
NS(=O)(=O)c1cccc(N(S(=O)(=O)c2cc(Cl)sc2Cl)S(=O)(=O)c2cc(Cl)sc2Cl)c1,.,-4.1
COc1ccc(-n2nc(C(=O)NCC(=O)N3CCCC3)c3ccccc3c2=O)cc1OC,2.0,-8.7
CC(C)(C)CC(=O)N1CCN(c2nc(CN3CCCCCC3)cs2)CC1,-9.3,3.0
CCN(CC)C(=O)CSc1nc(O)cc(=O)n1-c1ccc(OC)cc1,7.7,-9.4
CCCc1noc(-c2cccnc2N2CCCN(C(=O)c3cccs3)CC2)n1,-7.6,4.1
CC(C)(C)C(=O)NC(=S)N1CCNC(=O)C1CC(=O)OC1CCCCC1 (stereo unspecified),-6.5,-5.9
CCCn1c(=N)c(C(=O)NC(C)c2ccccc2)cc2c(=O)n3cccc(C)c3nc21 (stereo unspecified),6.0,1.1
O=C(NCCN1CCCCC1)C1CN(C(=O)c2ccncc2)CC12CCCCC2 (stereo unspecified),-1.3,0.9
COc1ccc(N2CCN(C(=O)c3cc4cc5ccc(OC)cc5nc4s3)CC2)cc1,-1.0,-9.0
O=C(NC1CCCC1)C1CC1c1ccccc1 (stereo unspecified),-6.2,0.9
Cc1cc(OCC(=O)N2CCCCC2CCN2CCOCC2)cc(C)c1Cl (stereo unspecified),13.8,-4.3
Oc1ccc(N=Nc2ccccc2)cc1CN1CCOCC1,.,-37.0
Cc1ccc(Cl)cc1NC(=S)N(C)N,.,-5.9
CCOc1ccc(NC(=O)c2csc3c2CCCCC3)cc1,-7.1,-0.9
Cc1cccc(Cc2c(C)nc(C)nc2N2CCN(C(=O)C3CCOC3)CC2)c1 (stereo unspecified),12.4,3.7
CC(NC(=O)c1ccc(C(C)(C)C)cc1)C(=O)N1CCN(c2ccccn2)CC1 (stereo unspecified),1.7,2.0
COc1ccc(C2=N/C(=C\C=C\c3ccccc3)C(=O)O2)c(Br)c1,34.0,-3.8
O=C(c1cc(-c2ccc3c(c2)OCO3)on1)N1CCCC1c1ccccc1Cl (stereo unspecified),-8.2,-1.5
COc1cc(OC)c(NC(=O)N2CCCC2c2cccc(F)c2)cc1Cl (stereo unspecified),-0.8,-6.1
N#C/C(=C\c1ccc(Cl)c([N+](=O)[O-])c1)c1nc2ccccc2[nH]1,9.0,0.5
O=C(CSc1ccc(-c2ccc(-n3cccn3)cc2)nn1)NCc1ccco1,2.3,0.7
Cc1ccc(-c2nc3cc(C)ccc3o2)cc1,-8.1,-0.5
c1ccc(CN2CCC(N3CCN(C4CCCC4)CC3)CC2)cc1,-5.4,-2.0
CCOc1ccc(C2CC(c3cc(Br)ccc3F)n3ncnc3N2)cc1Cl (stereo unspecified),27.0,-0.9
CC(c1ccccc1)C(CC(=O)O)C(=O)Nc1ccccc1 (stereo unspecified),-0.7,-7.7
O=C(NC(=S)N1CCOCC1)C12CC3CCC(CC(C3)C1)C2,3.4,6.7
# Other results follow:
SMILES,mHTT CaM bind,Pf apPOL block
COc1ccccc1C(=O)Nc1c2c(nn1-c1ccc(F)cc1)CS(=O)(=O)C2,-4.0,2.8
O=C(CN1C(=O)C2(OCCO2)c2ccccc21)c1ccc(Cl)cc1,0.0,-3.5
Cc1nn(Cc2ccc(Cl)cc2)c(C)c1NC(=O)CSc1n[nH]c(C)c1[N+](=O)[O-],7.0,3.2
CC1(C(=O)NCc2ccc(F)cc2)CCCN(C(=O)c2cccc(F)c2)C1 (stereo unspecified),1.7,-4.8
O=C(Cn1cccc1-c1nnc(-c2ccccc2)o1)N1CCc2ccccc2C1,-6.4,-0.2
CCCCCOc1ccc(/C=C2/C(=O)ON=C2C)cc1,24.0,-1.3
O=C(NCC(O)c1cccc2ccccc12)c1ccccc1Cl (stereo unspecified),-16.1,-7.3
COC(CNC(=O)c1ccc(NCC2CCCO2)c([N+](=O)[O-])c1)OC (stereo unspecified),-1.0,-0.7
Cc1ccc(NC(=O)Nc2ccc(CC(N)=O)cc2)cc1C,11.7,-7.1
COc1ccccc1Cc1nc2ccccc2n(CC(=O)c2ccccc2)c1=O,9.0,-0.8
Cc1ccc(C(=O)Nc2ccc(S(N)(=O)=O)cc2)cc1C,4.8,-0.9
CCN(CC)C(=O)c1cc2c(s1)CCC(C(=O)N1CCCCC1)C2 (stereo unspecified),0.8,2.5
O=C1OC2(CCCCC2)OC(=O)C1=CNc1cc([N+](=O)[O-])ccc1F,0.0,-3.2
C=CCc1cc2oc(-c3ccccc3)cc(=O)c2cc1O,-2.1,-10.0

# An excerpt of the results above, as a working copy:
SMILES,mHTT CaM bind,Pf apPOL block
CCOc1ccc(C2CC(c3cc(Br)ccc3F)n3ncnc3N2)cc1Cl (stereo unspecified),27.0,-0.9
CC(c1ccccc1)C(CC(=O)O)C(=O)Nc1ccccc1 (stereo unspecified),-0.7,-7.7
O=C(NC(=S)N1CCOCC1)C12CC3CCC(CC(C3)C1)C2,3.4,6.7
COc1ccccc1C(=O)Nc1c2c(nn1-c1ccc(F)cc1)CS(=O)(=O)C2,-4.0,2.8
O=C(CN1C(=O)C2(OCCO2)c2ccccc21)c1ccc(Cl)cc1,0.0,-3.5
Cc1nn(Cc2ccc(Cl)cc2)c(C)c1NC(=O)CSc1n[nH]c(C)c1[N+](=O)[O-],7.0,3.2
CC1(C(=O)NCc2ccc(F)cc2)CCCN(C(=O)c2cccc(F)c2)C1 (stereo unspecified),1.7,-4.8
O=C(Cn1cccc1-c1nnc(-c2ccccc2)o1)N1CCc2ccccc2C1,-6.4,-0.2
CCCCCOc1ccc(/C=C2/C(=O)ON=C2C)cc1,24.0,-1.3
O=C(NCC(O)c1cccc2ccccc12)c1ccccc1Cl (stereo unspecified),-16.1,-7.3
COC(CNC(=O)c1ccc(NCC2CCCO2)c([N+](=O)[O-])c1)OC (stereo unspecified),-1.0,-0.7
Cc1ccc(NC(=O)Nc2ccc(CC(N)=O)cc2)cc1C,11.7,-7.1
COc1ccccc1Cc1nc2ccccc2n(CC(=O)c2ccccc2)c1=O,9.0,-0.8
Cc1ccc(C(=O)Nc2ccc(S(N)(=O)=O)cc2)cc1C,4.8,-0.9
